Compound activity as filed in PubChem BioAssay.
Xi reactivation = activators of X-chromosome reactivation in mouse fibroblasts | activation, % at 7.58 µM | XiGFP mouse fibroblasts, % GFP-positive cells imaging, 3 d; cells co-treated with 5-aza-dC sensitizer; scaled so ellipticine positive control = 100% | 0.055% of 360,000 active;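 active means mean normalized replicate activation at least 10% and every replicate at or above 10%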;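 further: 0% = median of on-plate neutral control wells and 100% = ellipticine 6 µM median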
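Assay system – SV40-immortalized XiGFP fibroblast cells, line 68-5-11 · Buffer or medium – DMEM supplemented with 5-aza-dC as sensitizing agent · Dosing – one concentration, pinned · Benchmarks – positive control ellipticine, 6 µM final · Times – 3 days compound exposure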
Cneo AK release = Cryptococcus neoformans lysis via adenylate kinase release; lysis activity, % at 15 µM; 0.2% of 360,000 active; AID 651654; C. neoformans lysis, adenylate kinase release luminescence, 4 h; normalised: neutral wells 0, clomiphene wells 100;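 active means mean lysis activity across replicates of at least 80%, whatever share of replicates individually reach that level; inactive means mean lysis activity below 80%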
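Assay system: Cryptococcus neoformans yeast cells / Dosing: single-point compound dose / Timing: 4 h at 37 °C static, read 1 h later / Measured by: luminescence of released adenylate kinase using an AK detection reagent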
LGR2 inh = blocks bursicon-induced cAMP signaling via Drosophila LGR2. HEK293 LGR2, CRE-luciferase, bursicon-stimulated, 4 h. 0.35% of 380,000 active. inhibition, % at 9.99 µM. AID 720647;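 active means drop in luminescence signal, shown as inhibition above about 50% in the replicate tests, limit read from the data, passing the limit was not always enough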;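 further: agonist challenge used bursicon conditioned medium at about half maximal strength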
PGC1a acetyl inh = PGC1a acetylation modulation, inhibitor mode; U2OS PGC1a acetylation, AlphaScreen anti-acetyl-lysine; with virally co-expressed GCN5 acetyltransferase; inhibition, % at 15.6 µM; 0.17% of 350,000 active;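 active means every replicate shows inhibition of at least 40%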;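 further: 0% = neutral control wells and 100% = positive control wells; some results beyond the cut were filed as inactive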
ERAP1 inh = inhibitors of human ERAP1 aminopeptidase; recombinant ERAP1, Leu-AMC fluorescence, 60 min; inhibition, % at 10.7 µM; 0.15% of 340,000 active; AID 652197;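 active means mean replicate inhibition of at least 30%, or all replicates individually reaching that 30% level; inactive means mean below 30% and not every replicate reaching it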;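 further: 0% = neutral control wells and 100% = L-leucinethiol positive control wells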
S100A4 MyoIIA = S100A4-myosin IIA interaction inhibition; S100A4/TAMRA-MyoIIA peptide fluorescence polarization; inhibition, % at 10.7 µM; 0.14% of 360,000 active; AID 652163;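 active means mean inhibition of at least 70% across replicates, with every replicate also reaching that level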
Target sequence (P26447 whole entry, looked up): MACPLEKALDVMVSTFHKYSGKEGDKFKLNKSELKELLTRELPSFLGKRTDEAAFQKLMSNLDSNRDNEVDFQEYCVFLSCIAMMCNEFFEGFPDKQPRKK
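Test system – S100A4 monomer (human) · Compound – single-point compound testing · Schedule – 5 min incubation before reading · Probe or stimulus – TAMRA-labelled myosin IIA heavy-chain peptide probe, 5 nM · Benchmarks – neutral control DMSO, positive control TFP · Medium – Calcium-containing HEPES buffer, pH 7.2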
SIRT5 inh = inhibitors of human sirtuin-5 desuccinylase; Q9NXA8; 1.1% of 330,000 active; inhibition, % at 15 µM; Purified SirT5, succinyl-peptide AMC, trypsin-coupled fluorescence; AID 652115; in the data active means inhibition above about 15%
Target sequence (Q9NXA8 whole entry, looked up): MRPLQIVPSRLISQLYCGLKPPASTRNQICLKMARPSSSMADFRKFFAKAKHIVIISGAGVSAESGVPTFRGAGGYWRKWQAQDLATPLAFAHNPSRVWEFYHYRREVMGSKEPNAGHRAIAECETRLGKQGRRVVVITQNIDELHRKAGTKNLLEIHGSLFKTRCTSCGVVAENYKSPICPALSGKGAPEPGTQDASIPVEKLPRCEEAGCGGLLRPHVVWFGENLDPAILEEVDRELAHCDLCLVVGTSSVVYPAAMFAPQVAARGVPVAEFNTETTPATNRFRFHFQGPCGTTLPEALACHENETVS
Statin myotox sup = protects C2C12 myotubes from simvastatin toxicity. rescue of ATP level, % at 7.49 µM. 0.78% of 330,000 active. ATP luminescence, 48 h; scaled: DMSO 0, geranylgeraniol control 100. AID 602340;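 active means mean ATP rescue above about 67%, or every replicate alone reaching that limit, limit read from the data, passing the limit was not always enough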;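 further: myotubes were challenged with 10 µM simvastatin during compound exposure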
* hit, by the source's call; . = no result given. Some of the compounds tested. The share of hits here may be higher or lower than overall.

SMILES	Xi reactivation	Cneo AK release	LGR2 inh	PGC1a acetyl inh	ERAP1 inh	S100A4 MyoIIA	SIRT5 inh	Statin myotox sup
C[C@H]1CN([C@@H](C)CO)C(=O)c2c(c3ccccc3n2C)-c2ccccc2CO[C@H]1CN(C)Cc1ccc2c(c1)OCO2	-0.3	.	-7	-5	2	-42	1	.
Fc1cccc(CSc2nnc3c(n2)[nH]c2ccccc23)c1	0.0	.	-75	-7	-1	-1	.	.
CS(=O)(=O)N(CC(=O)N1CCOCC1)c1cccc([N+](=O)[O-])c1	0.0	0	-26	.	0	-21	1	3
COc1cccc2oc3cc(C#CC4(O)CCCCC4)ccc3c(=O)c12	-0.3	-7	11	-12	.	-3	.	-5
CCS(=O)(=O)N1C[C@@H](C)[C@H](OC)CN(C)C(=O)c2cc(NS(=O)(=O)c3ccccc3C)ccc2OC[C@H]1C	-0.3	.	10	-3	0	10	1	.
CC(=O)Nc1ccc(S(=O)(=O)N(C)CC(=O)OCC(=O)N2CCCCC2)cc1	-0.2	.	0	.	3	-2	4	.
COc1cccc(/C=C2\SC(=S)N(NS(=O)(=O)c3ccccc3)C2=O)c1OC	0.0	-1	14	1	7	-1	2	7
C=CCn1c2ccccc2c2nnc(SCCN3CCOCC3)nc21	0.0	-1	-8	-9	2	7	0	1
C[C@@H]1CCCCO[C@H](CN(C)C(=O)Nc2ccc(C(F)(F)F)cc2)[C@H](C)CN([C@H](C)CO)C(=O)c2cc(NC(=O)Nc3ccc(C(F)(F)F)cc3)ccc2O1	0.7	7	4	16	.	.	.	.
CCOC(=O)C1=C(Cn2cnc3ccccc32)NC(=O)NC1c1ccc(Cl)cc1 (configuration not stated)	.	1	5	-17	0	-5	1	39
N#Cc1ccccc1NC(=O)CC1c2ccccc2Oc2ccccc21	0.0	-1	-2	-6	2	0	3	.
N/C(COc1ncn(-c2ccccc2)n1)=N\S(=O)(=O)c1ccccc1	0.2	.	6	.	2	1	-2	.
Cc1ccc(C(=O)O)cc1NC(=S)NC(=O)c1ccc([N+](=O)[O-])cc1Cl	0.1	.	.	.	-4	-4	2	.
CCOc1ccc(-c2noc(CCC(=O)NCC3CCCO3)n2)cc1OC (configuration not stated)	0.5	2	-5	-1	3	1	0	-14
COCc1cc(=O)n2[nH]c(C(C)(C)C)cc2n1	0.2	-4	3	-14	1	-3	1	1
O=C(c1cc(-c2ccccc2)nc2ccccc12)N1CCc2ccccc2C1	0.0	.	-13	.	1	-4	2	.
Fc1c(F)c(C(F)(F)F)c(F)c(F)c1N1CCN(c2ccc3nnc(C(F)(F)F)n3n2)CC1	.	1	32	11	.	.	.	19
CCCC#Cc1ccc2c(c1)O[C@@H](CN(C)CC1CCOCC1)[C@@H](C)CN([C@@H](C)CO)S2(=O)=O	0.0	19	-4	-17	-2	-4	6	1
O=C(c1cc2c([nH]c1=O)CCCC2)N1CCc2c([nH]c3ccccc23)C1c1ccccc1F (configuration not stated)	0.0	.	10	-4	-2	1	2	.
COCCCNC(=O)CN(Cc1ccc(Cl)cc1)S(C)(=O)=O	.	0	2	-3	-1	-3	-7	-36
Nc1cccc(-c2cn(-c3cc4cc(C#CC5(O)CCCCC5)ccc4oc3=O)nn2)c1	0.5	5	.	.	-1	-4	.	-4
CC(C)CC#Cc1ccc2c(c1)O[C@@H](CN(C)Cc1cccc(F)c1)[C@H](C)CN([C@H](C)CO)S2(=O)=O	0.3	2	32	3	3	5	16*	.
CCCNC(=O)N(C)C[C@H]1Oc2ncc(C#C[C@H](C)O)cc2C(=O)N([C@H](C)CO)C[C@H]1C	0.2	-3	-3	4	-2	30	-2	.
CC(=O)N1CC(=O)N2[C@H](CO)[C@@H](c3ccc(-c4ccc(C#N)cc4)cc3)[C@H]2C1	0.1	.	7	7	3	129*	3	.
CCCCOc1ccc(C(=O)N2CCN(CC(=O)Nc3ccc(C)cc3)CC2)cc1OC	0.0	1	3	.	-2	-5	2	-2

Of the compounds above, these contain an aryl thioether with sulfur outside any ring.
SMILES	Xi reactivation	Cneo AK release	LGR2 inh	PGC1a acetyl inh	ERAP1 inh	S100A4 MyoIIA	SIRT5 inh	Statin myotox sup
Fc1cccc(CSc2nnc3c(n2)[nH]c2ccccc23)c1	0.0	.	-75	-7	-1	-1	.	.
C=CCn1c2ccccc2c2nnc(SCCN3CCOCC3)nc21	0.0	-1	-8	-9	2	7	0	1

The listing continues:
SMILES	Xi reactivation	Cneo AK release	LGR2 inh	PGC1a acetyl inh	ERAP1 inh	S100A4 MyoIIA	SIRT5 inh	Statin myotox sup
Cc1ccccc1CS(=O)(=O)Cc1ccc(C(=O)NC2CCCCC2)o1	0.1	-14	-7	-3	0	-3	-2	-30
C/C(=N\N=C(N)N)c1cccc(Cl)c1	0.0	2	11	-1	3	-5	-3	-1
CCCN1CCN(CCCNC(=O)C(CC)n2nc(C)n3c(cc4occc43)c2=O)CC1 (configuration not stated)	0.0	1	-20	4	-5	2	-2	4
CCN(CC)C(=O)CCc1nnc(Cc2cccc(C(F)(F)F)c2)o1	0.0	.	-124	.	-3	0	-4	.
CC1(C)C(=O)OC(c2ccc([N+](=O)[O-])cc2)C(C)(C)C1=O (configuration not stated)	0.0	-5	-17	-1	-2	-2	-2	-1
CCCNC(=O)C[C@@H]1CC[C@H]2[C@H](COc3ccc(NC(=O)c4ccccc4)cc3C(=O)N2C)O1	0.0	.	-3	0	.	.	.	-3
Clc1cccc(Cl)c1C[n+]1ccc2ccccc2c1	0.0	-1	-22	-1	-1	-16	-4	-10
CC1Oc2ccccc2C(=O)N(CC(=O)c2ccc3c(c2)OCCO3)C1=O (configuration not stated)	0.0	.	-12	1	-2	0	3	-12
COc1ccc(CNC(=O)CCSc2ccc(F)cc2)cc1OC	0.3	.	14	.	2	-2	-3	.
CCOc1ccccc1CN1CCN(C2CCC2)CC1CCO (configuration not stated)	0.0	1	37	75*	1	-4	0	12
COc1ccc(NC(=O)c2ccc3c(=O)n(CC4CCCO4)c(=S)[nH]c3c2)c(OC)c1 (configuration not stated)	0.0	-1	-9	9	1	-2	-6	-13
Cc1cc(NC(=O)CCC(=O)N(Cc2ccco2)C2(C(=O)NC3CCCC3)CCCCC2)no1	0.5	.	-21	.	6	1	-3	-1
Oc1ccc2ccccc2c1C=Nc1ccccc1Br	0.0	0	-6	.	0	0	0	41
OC[C@@H]1[C@@H](c2ccc(C#CC3(O)CCCC3)cc2)[C@@H]2CN(Cc3cccnc3)CCCCN12	0.1	1	13	4	2	10	-3	.
C[C@@H]1CN([C@H](C)CO)C(=O)c2ccccc2-c2ccccc2CO[C@H]1CN(C)C(=O)Nc1ccc(F)cc1	0.3	-1	25	3	2	3	.	.
Cc1ccccc1-n1cnnc1SCC(=O)Nc1cccnc1Cl	0.0	.	-3	1	-2	0	-2	.
C[C@H]1CN([C@@H](C)CO)C(=O)c2cccc(NC(=O)c3nc4ccccc4s3)c2O[C@H]1CN(C)S(=O)(=O)c1ccc(F)cc1	0.2	5	8	-2	0	-14	1	-15
Nc1ncnc2c1ncn2[C@H]1C[C@H](O)[C@@H](COP(=O)(O)O)O1	0.2	-3	5	-7	0	0	-9	14
Cc1ccc(NC(=O)c2ccc(F)cc2)nc1	0.3	.	-56	.	3	1	0	.
O=C1N=C(N2CCCCC2)S/C1=C/C1=Cc2ccccc2OC1	0.0	.	-6	2	-1	5	2	.
Cc1nnc(SCC2=C(C(=O)O)N3C(=O)C(NC(=O)c4cc(F)c(F)cc4Cl)C3SC2)s1 (configuration not stated)	-0.1	0	-13	-1	4	-21	-2	-6
CC=Cc1ccc2n(c1=O)C[C@@H]1[C@@H](CO)[C@H](C(=O)NC3CCCC3)[C@H]2N1C(=O)c1cnccn1 (mixture of isomers)	0.0	.	-9	.	.	-21	-2	.
CCc1ccc(CNC(=O)C2Cc3cc(S(=O)(=O)N4CCCC4)ccc3N2C(C)=O)cc1 (configuration not stated)	0.2	-2	-7	9	2	0	-3	5
CCCCNC(=O)Cn1c(=O)c2c(ncn2CCC(C)C)n(Cc2ccccc2)c1=O	0.0	-22	-2	.	-3	2	3	6
COc1ccc(-c2[nH]c(-c3ccc(F)cc3)nc2SCC(=O)NC2CCCC2)cc1	-0.1	1	6	15	-3	-2	-6	-37

Fetched by structure from the entries so far (six):
SMILES	Xi reactivation	Cneo AK release	LGR2 inh	PGC1a acetyl inh	ERAP1 inh	S100A4 MyoIIA	SIRT5 inh	Statin myotox sup
CC1(C)C(=O)OC(c2ccc([N+](=O)[O-])cc2)C(C)(C)C1=O (configuration not stated)	0.0	-5	-17	-1	-2	-2	-2	-1
O=C1N=C(N2CCCCC2)S/C1=C/C1=Cc2ccccc2OC1	0.0	.	-6	2	-1	5	2	.
COc1ccc(NC(=O)c2ccc3c(=O)n(CC4CCCO4)c(=S)[nH]c3c2)c(OC)c1 (configuration not stated)	0.0	-1	-9	9	1	-2	-6	-13
Cc1nnc(SCC2=C(C(=O)O)N3C(=O)C(NC(=O)c4cc(F)c(F)cc4Cl)C3SC2)s1 (configuration not stated)	-0.1	0	-13	-1	4	-21	-2	-6
Oc1ccc2ccccc2c1C=Nc1ccccc1Br	0.0	0	-6	.	0	0	0	41
Clc1cccc(Cl)c1C[n+]1ccc2ccccc2c1	0.0	-1	-22	-1	-1	-16	-4	-10

New compounds follow
SMILES	Xi reactivation	Cneo AK release	LGR2 inh	PGC1a acetyl inh	ERAP1 inh	S100A4 MyoIIA	SIRT5 inh	Statin myotox sup
CCCNC(=O)N(C)C[C@H]1Oc2cc(C#CC3CC3)ccc2S(=O)(=O)N([C@H](C)CO)C[C@@H]1C	1.7	2	0	-14	0	2	4	2
Cn1c(=O)c2[nH]c(C3CC4CCC3C4)nc2n(C)c1=O (configuration not stated)	0.1	.	-13	.	2	1	.	.
CC(C)NC(=O)Nc1ccc2c(c1)C(=O)N([C@@H](C)CO)C[C@@H](C)[C@@H](CN(C)C(=O)NC1CCCCC1)O2	0.3	7	17	-3	5	2	1	-13
CC1(C)CC(=O)C(C(C2=C(O)CC(C)(C)CC2=O)c2ccc(Cl)c([N+](=O)[O-])c2)C(=O)C1 (configuration not stated)	0.1	.	-10	3	0	0	2	.
O=C(Nc1ccccc1)c1cc(C2CCCN(C(=O)C3CC3)C2)on1 (configuration not stated)	0.0	-5	84*	.	-1	2	3	50
CCc1ccc(NC(=S)N(Cc2cccnc2)Cc2ccco2)cc1	0.0	-6	2	-7	10	-3	0	-11

Part of the list above in order of length of the SMILES, largest number first.
SMILES	Xi reactivation	Cneo AK release	LGR2 inh	PGC1a acetyl inh	ERAP1 inh	S100A4 MyoIIA	SIRT5 inh	Statin myotox sup
CCCNC(=O)N(C)C[C@H]1Oc2cc(C#CC3CC3)ccc2S(=O)(=O)N([C@H](C)CO)C[C@@H]1C	1.7	2	0	-14	0	2	4	2
O=C(Nc1ccccc1)c1cc(C2CCCN(C(=O)C3CC3)C2)on1 (configuration not stated)	0.0	-5	84*	.	-1	2	3	50
Cn1c(=O)c2[nH]c(C3CC4CCC3C4)nc2n(C)c1=O (configuration not stated)	0.1	.	-13	.	2	1	.	.
